Assay outcomes from PubChem BioAssay.
TMEM16A act: mouse TMEM16A channel activation, primary screen. Q8BHY3. HEK293 TMEM16A/YFP-H148Q/I152L, iodide quench fluorescence; hits give low values. B-score at 10 µM. hit rate 0.3% among 340,000;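 active means fluorescence-ratio B-score plate-corrected deviation score at least 3 library SD below zero, with starting fluorescence score within 5 deviations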;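 further: channel opened by trigger with iodide after compound preincubation; score built on the fluorescence ratio of max minus min over baseline; more negative score means more quench and so TMEM16A activation or potentiation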
Target sequence (Q8BHY3 whole entry, looked up): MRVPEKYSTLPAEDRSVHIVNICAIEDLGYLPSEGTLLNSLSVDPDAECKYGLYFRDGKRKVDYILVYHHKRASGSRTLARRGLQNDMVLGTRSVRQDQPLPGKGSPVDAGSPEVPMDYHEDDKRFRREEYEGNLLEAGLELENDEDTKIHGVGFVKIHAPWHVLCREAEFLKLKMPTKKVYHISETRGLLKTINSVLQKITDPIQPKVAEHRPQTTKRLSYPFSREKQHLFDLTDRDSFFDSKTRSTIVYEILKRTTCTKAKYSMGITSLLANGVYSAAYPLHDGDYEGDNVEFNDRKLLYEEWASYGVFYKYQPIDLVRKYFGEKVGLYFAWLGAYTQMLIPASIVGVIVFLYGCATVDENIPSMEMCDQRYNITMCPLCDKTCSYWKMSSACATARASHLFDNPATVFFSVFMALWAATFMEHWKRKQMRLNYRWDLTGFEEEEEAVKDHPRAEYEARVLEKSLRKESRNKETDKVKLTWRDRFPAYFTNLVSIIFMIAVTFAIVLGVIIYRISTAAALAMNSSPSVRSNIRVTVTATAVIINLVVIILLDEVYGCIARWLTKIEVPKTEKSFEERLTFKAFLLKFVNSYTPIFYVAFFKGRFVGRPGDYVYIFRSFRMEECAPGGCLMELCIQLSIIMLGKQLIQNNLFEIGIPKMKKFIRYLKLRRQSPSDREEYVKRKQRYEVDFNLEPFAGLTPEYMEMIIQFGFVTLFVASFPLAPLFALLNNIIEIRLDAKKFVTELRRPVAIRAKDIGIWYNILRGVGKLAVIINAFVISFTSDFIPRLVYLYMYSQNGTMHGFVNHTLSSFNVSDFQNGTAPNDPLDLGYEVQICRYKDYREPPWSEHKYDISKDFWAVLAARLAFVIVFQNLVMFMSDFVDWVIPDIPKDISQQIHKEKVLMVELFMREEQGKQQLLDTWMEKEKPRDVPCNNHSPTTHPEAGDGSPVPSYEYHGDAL
* hit, by the source's call; i = inactive. An excerpt (hit frequency here may not be typical).

SMILES	TMEM16A act
O=C1C2CCCCN2C(=O)N1CCN1CCN(c2ccc(F)cc2)CC1 (centres undefined)	i
Cc1cc(C)c(S(=O)(=O)N2CCN(C(=O)C3CC3)CC2)c(C)c1	i
CN(Cc1ccccc1)C(=O)COC(=O)c1cc(=O)c2ccccc2o1	i
Cc1cnc(C(=O)OCC(=O)Nc2ncc(Cl)cc2Cl)cn1	i
CSc1ccc(Cl)c(C(=O)Nc2cc(S(=O)(=O)N3CCOCC3)ccc2N2CCOCC2)c1	i
Cc1ccsc1C(=O)OCC(=O)c1ccc(OC(F)F)cc1	i
O=C1C=C(c2cccc3c2Oc2ccccc2S3)C[C@@H](c2ccc(Cl)cc2)C1	i
O=C(CSc1ccc(S(=O)(=O)N2CCCCC2)cn1)Nc1ccccc1Br	i
Cc1cccc(Nc2nnc(SCC(=O)c3c(N)n(C4CC4)c(=O)[nH]c3=O)s2)c1	i
Nc1ccc2c(c1)Cc1c(F)cccc1-2	i
Cc1ccc(F)c(C2=CC(=O)C[C@H](c3ccc(F)cc3)C2)c1	i
O=[N+]([O-])c1ccccc1S(=O)(=O)N1CCN(S(=O)(=O)c2ccc3c(c2)OCCO3)CC1	i
COc1ccc(OC)c(S(=O)(=O)NCC(=O)NC2CCCCCC2)c1	i
Oc1ccccc1C=NN=Cc1ccccc1Cl	i
Cc1ccsc1C(=O)Nc1ccc(S(=O)(=O)N2CCOCC2)cc1	i
Cc1nc2ccc(Cl)cc2[nH]1	i
COc1ccc(CCNC(=O)c2ccc(Cl)c(S(=O)(=O)N3CCCC3)c2)cc1	i
COc1cc(C(=O)NNC(=O)CSc2nnc3ccccn23)cc(OC)c1OC	i
CCOC(=O)C1=NNC(C(=O)O)C1c1ccccc1 (centres undefined)	i
CCN(CC(=O)Nc1ccc2c(c1)OCCO2)CC(=O)Nc1ccc(C)c([N+](=O)[O-])c1	i
O=C(Cc1c(F)cccc1Cl)NNC(=O)c1ccco1	i
CC(C)(C)NCCC(O)c1cc(C(F)(F)F)nc2c(C(F)(F)F)cccc12 (centres undefined)	i
COc1ccc(C(=O)C(C)OC(=O)COc2ccccc2)cc1 (centres undefined)	i
CC(C)=CCC/C(C)=C/COc1c2occc2cc2ccc(=O)oc12	i
O=C1CCc2cc(S(=O)(=O)NCc3ccccc3Cl)ccc2N1	i
COc1ccccc1C=NNC(=O)c1ccncc1	i
O=C(c1cc2ccccc2o1)N1CCN(c2ncccn2)CC1	i
CC1CCCCC12NC(=O)N(CC(=O)Nc1cccc(S(=O)(=O)N3CCCCC3)c1)C2=O (centres undefined)	i
COc1ccc(Cl)cc1NC(=O)c1cccc(-n2cnnn2)c1	i
Cc1cc(-c2ccccc2)cc(=O)[nH]1	i
O=C(NC[C@@H]1CCCO1)c1cccc2c1C(=O)c1ccc(N3CCOCC3)cc1S2(=O)=O	i
O=C(CN1C(=O)NC2(CCCC2)C1=O)N1CCN(S(=O)(=O)c2cc(Cl)ccc2Cl)CC1	i
c1ccc(C(=C2CCCO2)c2ccccc2)cc1	i
Cc1ccccc1OCC(=O)OCC(=O)N1CCc2ccccc21	i
Cn1c(-c2ccccc2)cc(=O)n1-c1ccccc1	i
Cc1nnc(SCC(=O)c2c[nH]c3ccccc23)n1C1CC1	i
Nc1ccn(CC(=O)NCCNc2ccc([N+](=O)[O-])cn2)c(=O)n1	i
O=C(CCCOc1ccc(Cl)cc1Cl)NC(Cc1ccccc1)C(=O)O (centres undefined)	i
CCc1ccccc1Nc1nc(N)nc(COC(=O)C2CCN(C(=O)c3ccc(F)cc3)CC2)n1	i
CC1(C)C[C@@H](O)[C@]2(C)CC[C@]3(C)C(=CCC4[C@@]5(C)CC[C@H](O)[C@](C)(CO)C5CC[C@]43C)[C@@H]2C1 (some centres undefined)	i
CCCCN(C(=O)C1CCN(C(=O)c2ccccc2C)CC1)c1c(N)n(CC(C)C)c(=O)[nH]c1=O	i
COc1ccc(CCN2CC(C(=O)Nc3cc(S(C)(=O)=O)ccc3Cl)CC2=O)cc1OC (centres undefined)	i
COc1ccc(CSc2ccc(S(=O)(=O)N3CCCCC3)cn2)cc1F	-23*
O=S(=O)(NCc1ccco1)c1ccc(Cl)s1	i
CCOc1cc(N2CCOCC2)c(OCC)cc1NC(=O)CN1CCSC1=O	i
Cc1cccc(-c2oc3ccc(-c4ccc5c(c4)OCO5)cc3c2C#Cc2cncn2C)c1	i
COc1ccc(-c2nnc(SCC(=O)NC3CCCCC3)n2N)cc1	i
O=C(COC(=O)c1ccc(Cl)nc1)Nc1ccc(N2CCCCC2)cc1	i
O=C1CCCC/C=C\C[C@H](CC(=O)N(CCO)Cc2ccccc2)C(=O)N[C@@H](Cc2ccccc2)CO1	i
COc1ccc(C2=CC(=O)C[C@H](c3ccc(OC)c(OC)c3)C2)cn1	i
COc1ccc(-c2ccc3c(c2)[C@@H]2C[C@H](N(C)C(=O)Nc4ccccc4)[C@H]([C@H](C)O)C(=O)N2CC3)cc1	i
CCN(CC(=O)Nc1ccc(NC(C)=O)cc1)C(=O)c1ccc(N2CCCC2)c([N+](=O)[O-])c1	i
CN(C(=O)CN1C(=O)c2ccccc2S1(=O)=O)C1CCCCC1	i
O=C(NC1CC1)c1cccc(NC(=O)C2CCN(S(=O)(=O)c3cccc(C(F)(F)F)c3)CC2)c1	i
CNc1nc(=O)n(C2CCCO2)cc1C (centres undefined)	i
CCCCn1c(N)c(N(CC)C(=O)c2c(C)noc2C)c(=O)[nH]c1=O	i
CCC(CO)Oc1cc(NCc2cccc(C(F)(F)F)c2)c2ncn(C(C)C)c2c1 (centres undefined)	i
NC(=O)c1ccc(=O)n(C2OC(CO)C(O)C2O)c1 (centres undefined)	i
COc1ccc(Br)cc1CN(C)C(=O)c1ccccc1SCC(=O)N1CCCC1	i
N#Cc1cccc(C(=O)Nc2cc(S(=O)(=O)N3CCOCC3)ccc2N2CCCC2)c1	i

New compounds follow
SMILES	TMEM16A act
OC1CNc2c(ccc3ccccc23)C1 (centres undefined)	i
COc1ccccc1CNC(=O)COC(=O)c1ccc([N+](=O)[O-])o1	i
C=CC[C@@H](Cc1ccc(F)cc1)C(=O)OC[C@@H]1CCCN1C(=O)[C@H](CC=C)CC(=O)N(CCO)Cc1ccccc1	i
CCN(C(=O)COC(=O)c1ccc(O)cc1)c1cccc2ccccc12	i
O=C(CSc1nc2ccccc2c(=O)n1Cc1ccc(F)cc1)NCC1CCCO1 (centres undefined)	i
C[C@H](CO)N1C[C@H](C)[C@@H](CN(C)S(=O)(=O)c2ccc(F)cc2)Oc2ccc(NC(=O)Nc3ccccc3)cc2C1=O	i
CC12CCC(=O)C=C1CCC1C2C(O)CC2(C)C(c3csc(N)n3)CCC12 (centres undefined)	i
CCCCCCCCCCCn1nnnc1N	i
Cc1noc(C)c1COc1ccccc1C(=O)N1CCN(c2cccc(C(F)(F)F)c2)CC1	i
CC(=O)C(Cc1ccccc1)NC(=O)COC(=O)c1cccc(C)c1[N+](=O)[O-] (centres undefined)	i
Cc1cccc(N(Cc2ccccc2)C(=O)C2CCN(C(=O)c3ccccc3C)CC2)c1	i
CC1CCCCC12NC(=O)N(CC(=O)Nc1ccc(S(=O)(=O)Nc3ncccn3)cc1)C2=O (centres undefined)	i
CCOC(=O)[C@@H]1[C@H]2COc3ccccc3[C@H]2N2C(=O)N(c3cccc(Cl)c3)C(=O)[C@]12C	i
Cc1ccccc1CNC(=O)c1ccccc1SCC(=O)NCc1ccco1	i
CCCn1c(N)c(C(=O)CSc2nc3ncc(Cl)cc3[nH]2)c(=O)n(C)c1=O	i
C=CCC[C@H](Cc1ccc(F)cc1)C(=O)OC[C@H](Cc1c[nH]c2ccccc12)NC(=O)[C@@H](CC=C)CC(=O)N(CCO)Cc1ccccc1	i
O=C(CNC(=O)c1n[nH]c2ccccc12)Nc1ccc(F)c(F)c1F	i
COc1cc(/C=C/C(=O)/C=C(O)/C=C/c2ccc(O)c(OC)c2)ccc1O	i
CC(OC(=O)CC1Sc2ccccc2NC1=O)C(=O)N(C)Cc1ccccc1 (centres undefined)	i
O=C(O)CCC(=O)c1ccc2sc3ccccc3c2c1	i
O=c1c2ccccc2nc2sc(Nc3cccc(Cl)c3)nn12	i
CCCNC(=O)CCNC(=O)[C@H](O)C(C)(C)CO	i
O=C(CCNS(=O)(=O)c1ccc(OC(F)(F)F)cc1)NCCc1c[nH]c2ccccc12	i
C[C@H](CO)N1C[C@H](C)[C@@H](CN(C)C(=O)Nc2ccccc2)Oc2ccc(NC(=O)CCC(F)(F)F)cc2C1=O	i
CC(=O)C12OC(C)(C)OC1CC1C3CCC4=CC(=O)C=CC4(C)C3(F)C(O)CC12C (centres undefined)	i
O=C(CSc1nc2nn(-c3ccccc3)c(=O)c-2c2n1CCCCC2)c1ccc(O)c(O)c1	i
C=CC[C@@H](CC(=O)N[C@H](CO)Cc1ccccc1)C(=O)N[C@H](COC(=O)[C@H](CC=C)CC(=O)OC(C)(C)C)Cc1c[nH]c2ccccc12	i
COc1ccc(NC(=O)CSCC(=O)N(C)Cc2ccc(Cl)c(Cl)c2)cc1	i
Cc1ccc(NC(=O)COC(=O)c2ccc(C)c(S(=O)(=O)N3CCOCC3)c2)cc1	i
COc1cccc(Nc2ccc(N3CCCCC3)cc2)c1OC	i
CCCc1cc(=O)[nH]c(SCC(=O)N2CCc3cc(OC)c(OC)cc3C2)n1	i
COc1ncc(-c2ccc3c(c2)S(=O)(=O)c2cccc(C(=O)NCc4ccco4)c2C3=O)cn1	i
CCOc1cc(N2CCOCC2)c(OCC)cc1NC(=O)C(C)Oc1ccccc1 (centres undefined)	i
COc1ccc(NC(=O)c2cccc3c2C(=O)c2ccc(-c4ccc(F)cc4OCc4ccccc4)cc2S3(=O)=O)cc1	i
O=C(CN1C(=O)NC2(CCc3ccccc32)C1=O)Nc1ccccc1OC(F)F (centres undefined)	i
Cc1ccc(S(=O)(=O)NC2CCCCC2)cc1	i
CCOc1ncccc1C(=O)OCC(=O)c1c[nH]c2ccccc12	i
Cn1c(=O)c2[nH]c(=S)n(Cc3ccccc3)c2n(C)c1=O	i
O=C(COC(=O)CNS(=O)(=O)c1c(F)cccc1F)NC(=O)NC1CCCCC1	i
Cc1cc(Cl)ccc1NC(=O)CCN1C(=O)C2CCCCC2C1=O (centres undefined)	i
CC(C)C(NC(=O)c1ccccc1)C(=O)N1CCN(C/C=C/c2ccccc2)CC1 (centres undefined)	i
N#Cc1ccccc1S(=O)(=O)N1CCN(CC(O)CN2CCOCC2)CC1 (centres undefined)	i
CCOC(=O)C1=C(CC)Nc2ccccc2N=C1NC(=O)c1cc(C)on1	i
CC1Cc2c([nH]c(=O)n(-c3ccccc3)c2=O)O1 (centres undefined)	i
CCc1ccc(C(=O)C(C)OC(=O)Cn2[nH]c(=O)c3ccccc3c2=O)cc1 (centres undefined)	i
COc1ccc(C(=O)COC(=O)c2cnc(C)cn2)cc1OC	i
O=c1cc(Cl)nc2ccccn12	i
COc1ccc(C(=O)OCC(=O)N2CCN(C(=O)c3ccco3)CC2)cc1OC	i
O=C1C2C3CCC(O3)C2C(=O)N1c1nccs1 (centres undefined)	i
CCN(C(=O)CN1C(=O)NC(c2ccccc2)(c2ccc(C)c(C)c2)C1=O)C1CCS(=O)(=O)C1 (centres undefined)	i
Cc1cc(C([O-])=C(C(=S)Nc2ccccc2)[n+]2ccccc2)c(C)n1-c1ccccc1	i
COc1ccc(NC(=O)CSCC(=O)N2CCN(C(=O)c3ccco3)CC2)cc1	i
O=C(NC1CCN(Cc2ccccc2)CC1)c1ccccc1NS(=O)(=O)c1ccc(F)c(F)c1	i
COc1ccc([C@H]2CC(=O)C=C(c3ccc4c(c3)OCO4)C2)cc1OC	i
CC1CCN(C(=O)c2[nH]cnc2C(=O)Nc2ccccc2)CC1	i
COc1ccc(C(C)(C)C)cc1NC(=O)CN1C(=O)C(=O)N(Cc2ccco2)C1=O	i
COC(=O)[C@]1(C)CCC[C@@]2(C)C3CC[C@@]4(C)C[C@]3(CCC21)CC(=O)N4C (some centres undefined)	i
C/C(=N/Nc1ccc(C(=O)c2c(C)cc3ccccn23)cc1[N+](=O)[O-])c1ccc(O)cc1	i
Cc1ccc(C(=O)NC2CCCCCCC2)cc1S(=O)(=O)N1CCOCC1	i
O=C(NNC(=O)C1CC1)c1cc(Br)c(Br)s1	i
COc1ccc(C(C)=NNC(=O)c2cccc(S(=O)(=O)N3CCCC3)c2)cc1	i
O=C(COc1ccc(Cl)cc1Cl)N1CCNC1=O	i
CC(C)OCc1ccc(C(=O)N2CCN(S(=O)(=O)c3ccc(Br)s3)CC2)cc1	i

Structural class: the entries above with an NH in an aromatic ring (17)
SMILES	TMEM16A act
Cc1cccc(Nc2nnc(SCC(=O)c3c(N)n(C4CC4)c(=O)[nH]c3=O)s2)c1	i
Cc1nc2ccc(Cl)cc2[nH]1	i
Cc1cc(-c2ccccc2)cc(=O)[nH]1	i
Cc1nnc(SCC(=O)c2c[nH]c3ccccc23)n1C1CC1	i
CCCCN(C(=O)C1CCN(C(=O)c2ccccc2C)CC1)c1c(N)n(CC(C)C)c(=O)[nH]c1=O	i
CCCCn1c(N)c(N(CC)C(=O)c2c(C)noc2C)c(=O)[nH]c1=O	i
CCCn1c(N)c(C(=O)CSc2nc3ncc(Cl)cc3[nH]2)c(=O)n(C)c1=O	i
C=CCC[C@H](Cc1ccc(F)cc1)C(=O)OC[C@H](Cc1c[nH]c2ccccc12)NC(=O)[C@@H](CC=C)CC(=O)N(CCO)Cc1ccccc1	i
O=C(CNC(=O)c1n[nH]c2ccccc12)Nc1ccc(F)c(F)c1F	i
O=C(CCNS(=O)(=O)c1ccc(OC(F)(F)F)cc1)NCCc1c[nH]c2ccccc12	i
C=CC[C@@H](CC(=O)N[C@H](CO)Cc1ccccc1)C(=O)N[C@H](COC(=O)[C@H](CC=C)CC(=O)OC(C)(C)C)Cc1c[nH]c2ccccc12	i
CCCc1cc(=O)[nH]c(SCC(=O)N2CCc3cc(OC)c(OC)cc3C2)n1	i
CCOc1ncccc1C(=O)OCC(=O)c1c[nH]c2ccccc12	i
Cn1c(=O)c2[nH]c(=S)n(Cc3ccccc3)c2n(C)c1=O	i
CC1Cc2c([nH]c(=O)n(-c3ccccc3)c2=O)O1 (centres undefined)	i
CCc1ccc(C(=O)C(C)OC(=O)Cn2[nH]c(=O)c3ccccc3c2=O)cc1 (centres undefined)	i
CC1CCN(C(=O)c2[nH]cnc2C(=O)Nc2ccccc2)CC1	i
